Assay outcomes: PubChem BioAssay, National Center for Advancing Translational Sciences (NCATS)
Glioma ERSR ind – qHTS for Inducers of the Endoplasmic Reticulum Stress Response (ERSR) in Human Glioma: qHTS. U87-MG GRP78 promoter luciferase reporter, 16 h. Potency, µM, without a hit: top-dose activation, actives largely listed as activators. 420,000 compounds, 0.02% hits. AID 602332, 2012; also: potency is read from the fitted curve at half-maximal effect; series mostly up to about 76 µM; % of control where 0% means no effect; nearly all actives have a fitted effect of over 35% in size
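Stably transfected U87-MG glioma cells carrying a GRP78-based luciferase sensor; 16 h compound incubation. Luminescence end-point read 10 min after Bright-Glo addition at room temperature.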
Vif-A3F inh – qHTS for Inhibitors of Vif-A3F Interactions: qHTS. HeLa A3F-eYFP + Vif (tagged APOBEC3F with the HIV-1 protein that degrades it), YFP fluorescence increase. Potency, µM (series often up to 46.1 µM), for inactives: top-dose activity, negative = active. 390,000 compounds, 0.2% hits; also: potency is read from the fitted curve at half-maximal effect; % of control where 0% means no effect; nearly all actives have a fitted effect of over 65% in size
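Fluorescence increase (Ex 488/Em 500-530) after overnight compound treatment at 37 deg C flags inhibition of Vif-driven A3F-eYFP loss in stable HeLa A3F-eYFP/Vif cells seeded overnight beforehand.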
Vif-APOBEC3G blk – qHTS for Inhibitors of Vif-A3G Interactions: qHTS; DNA dC->dU-editing enzyme APOBEC-3G (Homo sapiens), Q9HC16; HeLa A3G-eYFP + Vif (tagged APOBEC3G with the HIV-1 protein that degrades it), YFP fluorescence, overnight; Potency, µM (highest dose often 46.1 µM), inactives show at the highest dose activity, negative = active, usual class: inhibitors; 410,000 compounds, 0.076% hits; AID 602310, 2012;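 also: potency is read from the fitted curve at half-maximal effect; % is scaled to controls: 0 for no effect and ±100 for the full control effect; nearly all actives have a fitted effect of over 60% in size; hits raise eYFP signal because A3G escapes Vif-driven loss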
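Read-out is eYFP fluorescence (Ex 488/Em 500-530) from Vif-expressing HeLa A3G-eYFP cells; more signal means A3G escaped Vif-mediated degradation. Cells plated overnight, compound pinned in, incubated overnight at 37 deg C.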
RGS4 inh – Inhibitors of Regulator of G Protein Signaling (RGS) 4: qHTS; Regulator of G-protein signaling 4 (Homo sapiens), P49798; Transcreener GDP fluorescence polarization, RGS4-accelerated GTP hydrolysis; Potency, µM (top dose mostly 114 µM), inactives show at the highest dose activity change, negative = inhibition, hits mostly inhibitors; 390,000 compounds, 0.039% hits; also: potency is read from the fitted curve at half-maximal effect; % is scaled to controls: 0 for no effect and ±100 for the full control effect; nearly all actives have a fitted effect of over 75% in size; some results filed as inactive show a strong effect at the top dose
Target sequence (P49798 whole entry, looked up): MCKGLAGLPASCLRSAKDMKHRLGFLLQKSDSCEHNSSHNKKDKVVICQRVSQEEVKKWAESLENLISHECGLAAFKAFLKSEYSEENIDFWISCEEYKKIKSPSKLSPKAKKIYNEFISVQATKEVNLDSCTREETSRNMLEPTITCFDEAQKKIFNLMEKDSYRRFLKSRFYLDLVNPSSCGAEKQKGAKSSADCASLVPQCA
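MLSMR compounds (23 nl, pin-transferred) preincubated 10 min at room temperature with a 500nM (2x) first reagent, then RGS4 at 900nM (2x) plus Transcreener GDP mix added; fluorescence polarization (620/688 nm) read before and after 90 min at 30 °C.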
ERG Ets-DNA blk – qHTS for Small Molecule Inhibitors of the ERG Ets/DNA interaction. Transcriptional regulator ERG (Homo sapiens), P11308. 370,000 compounds, 0.028% hits. Potency, µM (top dose mostly 76.9 µM), for the others: at the top dose FP activity, negative = inhibition, hits mostly inhibitors. fluorescence polarization, His-ERG Ets domain / labelled DNA; active = well fitted inhibition curve with a large enough effect in the polarisation, with a control signal flat; inconclusive = small, poorly fitted or top-dose-only effect, or effect the other way, or a change in a side signal; inactive = no such curve, though single readings can be large or run the other way; the % refers to the polarisation;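 also: polarization taken with two DNA probes labelled with fluorescein and Texas red; potency is read from the fitted curve at half-maximal effect; % of control where 0% means no effect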
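His-tagged ERG Ets domain (1 uM in the protein solution; 300mM KCl, 50mM Tris-HCl, 1mM EDTA, 1mM DTT, pH 7.5) received compound, then a probe mix of 5 nM fluorescein-DNA and 100nM Texas-615-DNA. Fluorescence polarization was read for both dyes.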
LDHA block – qHTS assay for inhibitors of human lactate dehydrogenase | purified LDHA, NADH/diaphorase-resazurin fluorescence; stronger effect = lower value | activity change, % (values are at about 110 or 230 µM) | 480,000 compounds, 0.15% hits; in the data active = activity change below about -30%; inconclusive = mostly about -25% to -30%;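 also: plate controls were DMSO wells for no effect and wells without enzyme for full effect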
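Human LDH5 at 2 nM final in Tris HCl pH 7.4 with 0.06 mM NADH and 0.2 mM pyruvate, reacted 5 minutes at room temperature. Remaining NADH coupled via diaphorase/resazurin; resorufin fluorescence read at 0 and 20 minutes, normalized to enzyme-free and DMSO wells.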
12-LOX inh – Primary qHTS assay for inhibitors of human arachidonate 12S-lipoxygenase (ALOX12): Round 2. Polyunsaturated fatty acid lipoxygenase ALOX12 (Homo sapiens), P18054. purified 12hLO, xylenol orange hydroperoxide absorbance. Potency, µM (top dose mostly 108 µM), without a hit: at the highest dose activity change, negative = inhibition, usual class: inhibitors. 580,000 compounds, 1.1% hits; also: potency is read from the fitted curve at half-maximal effect; % is scaled to controls: 0 for no effect and ±100 for the full control effect
Target sequence (P18054 whole entry, looked up): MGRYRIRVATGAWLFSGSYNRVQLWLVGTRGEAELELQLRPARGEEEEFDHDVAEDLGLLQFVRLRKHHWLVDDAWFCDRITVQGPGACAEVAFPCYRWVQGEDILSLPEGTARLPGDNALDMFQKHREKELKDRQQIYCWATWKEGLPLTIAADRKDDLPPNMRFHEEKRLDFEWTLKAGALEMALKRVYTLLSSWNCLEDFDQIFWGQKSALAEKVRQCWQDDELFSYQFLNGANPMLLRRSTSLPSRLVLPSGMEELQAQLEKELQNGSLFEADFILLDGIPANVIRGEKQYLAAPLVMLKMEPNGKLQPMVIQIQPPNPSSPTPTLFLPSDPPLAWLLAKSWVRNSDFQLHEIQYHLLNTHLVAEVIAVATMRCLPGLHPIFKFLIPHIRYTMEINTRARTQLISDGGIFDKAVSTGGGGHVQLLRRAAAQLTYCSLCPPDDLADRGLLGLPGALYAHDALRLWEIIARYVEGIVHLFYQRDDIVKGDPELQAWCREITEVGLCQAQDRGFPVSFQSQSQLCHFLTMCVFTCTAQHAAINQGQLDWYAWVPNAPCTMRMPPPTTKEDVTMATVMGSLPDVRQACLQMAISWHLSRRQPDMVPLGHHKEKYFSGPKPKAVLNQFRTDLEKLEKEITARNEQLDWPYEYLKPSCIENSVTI
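Purified human 12hLO at 150 nM in 25 mM Hepes, 0.01% Triton X-100, pH 7.0, preincubated 15 min at room temperature with compound. Reaction started with 40 uM arachidonic acid, 30 min at room temperature. Hydroperoxide measured by Fe-xylenol orange, 573/405 nm absorbance ratio.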
D2 antagonist – HTS Assay for Allosteric Antagonists of the Human D2 Dopamine Receptor: Primary Screen for Antagonists; D(2) dopamine receptor (Homo sapiens), P14416; HEK293 TREx D2 cells, calcium flux, dopamine EC80; inhibition, % at 10 µM; 340,000 compounds, 2% hits; AID 485344, 2010; in the data active = inhibition above about 30%; also: 0% is about no effect
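Calcium flux kinetic readout in an inducible HEK293 TREx D2 line plated overnight at 30 C. After 180 s compound exposure, an EC80 dopamine challenge follows with another 180 s kinetic read to detect antagonism.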
D2 agonist – HTS Assay for Allosteric Agonists of the Human D2 Dopamine Receptor: Primary Screen for Agonists; D(2) dopamine receptor (Homo sapiens), P14416; HEK293 T-REx D2 cells, calcium flux agonist mode; activation, % at 2 µM; 340,000 compounds, 0.53% hits;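 active = activation over 3 SD above normal in the single-dose calcium agonist read, cut at about 30% in these data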; also: 0% is about no effect
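Agonism scored from kinetic calcium signal (1 read/sec, 180 s) following compound pin transfer, after a 10 s baseline. Cells: HEK293 Trex line expressing inducible D2 receptor coupled to calcium, dye-loaded after overnight culture at 30 C.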
* hit, by the source's call; u = inconclusive; x = not tested or not shown; & = joins results of further samples; [ ] = dose if it differs, or a comment. Unless noted, calls follow the shape of the dose curve; as a rule, active = well fitted curve in the direction sought with a large enough effect; inconclusive = small, poorly fitted or top-dose-only effect, or another doubt; inactive = no such curve, though single readings can be large; an effect the other way counts as inactive or inconclusive. Only part of the results is shown; count on the stated rates, not on these rows.

SMILES	Glioma ERSR ind	Vif-A3F inh	Vif-APOBEC3G blk	RGS4 inh	ERG Ets-DNA blk	LDHA block	12-LOX inh	D2 antagonist	D2 agonist
Cc1ccc(NS(=O)(=O)c2c(C(=O)N3CCOCC3)c(C)n(C)c2C)cc1	-2%	0%	1%	3%[56.9 µM]	-1%	-5	-7%	-38	0.4
O=C1OC(Nc2ncccn2)c2ccccc21 (configuration not stated)	-2%	0%	5%	25%	4%	-1	22%	8	0.4
CCOC(=O)c1cnn(-c2ncnc3sc(C)c(C)c23)c1N	3%	-10%	-5%	13%	-1%	-12	0%	-5	0.1
CCN1CCN(c2c(Cl)cccc2NC(=O)c2ccc3c(c2)OCCO3)CC1	-3%	1%	0%	26%	-12%	-1	-5%	-32	-0.5
O=C(NCc1cccs1)c1cccc(S(=O)(=O)N2CCCCC2)c1	-3%	2%	-1%	-33%	-2%	-5	0%	-18	-0.3
CCOC(=O)c1ccc(NC(=O)N2CCN(Cc3cccc(F)c3)CC2)cc1	-1%	-9%	1%	-17%	5%	5	19%	14	0.0
O=C(NC1CCN(Cc2ccccc2)CC1)C1CCN(S(=O)(=O)c2cccc([N+](=O)[O-])c2)CC1	-3%	10%	2%	9%	-9%	-4	x	-1	0.6
O=C(COC(=O)c1cc(=O)[nH]c2ccccc12)NCc1ccccc1Cl	-4%	-6%	2%	-3%	-11%	-8	u	x	x
CN(c1ccccc1)S(=O)(=O)c1cccc(C(=O)Nc2ccc3c(c2)CCC3)c1	0%	-3%	0%	-31%	x	-8	-12%	-4	0.5
CCOC(=O)CC(NC(=O)Cn1nnc(-c2ccccc2)n1)c1ccc(OC)cc1 (configuration not stated)	0%	15%	4%	-24%	0%	-2	3%	17	-0.3

Some of these compounds in order of their number in Glioma ERSR ind, high to low:
Compound	Glioma ERSR ind	Vif-APOBEC3G blk	RGS4 inh	ERG Ets-DNA blk	12-LOX inh	D2 antagonist
CCOC(=O)c1cnn(-c2ncnc3sc(C)c(C)c23)c1N	3%	-5%	13%	-1%	0%	-5
Cc1ccc(NS(=O)(=O)c2c(C(=O)N3CCOCC3)c(C)n(C)c2C)cc1	-2%	1%	3%[56.9 µM]	-1%	-7%	-38
CCN1CCN(c2c(Cl)cccc2NC(=O)c2ccc3c(c2)OCCO3)CC1	-3%	0%	26%	-12%	-5%	-32

Other entries follow:
SMILES	Glioma ERSR ind	Vif-A3F inh	Vif-APOBEC3G blk	RGS4 inh	ERG Ets-DNA blk	LDHA block	12-LOX inh	D2 antagonist	D2 agonist
CN(C)c1ccc(CNc2nc3cc(-c4ccc(F)cc4)sc3c(=O)n2C)cc1	5%	x	-20%	x	x	-3	2%	x	x
O=C1C(NS(=O)(=O)c2cccs2)=C(N2CCOCC2)C(=O)c2ccccc21	-6%	15%	-1%	-2%	-3%	27	u	38*	-0.1
O=C(Cn1c2ccccc2c(=O)c2ccccc21)N/N=C/c1ccc(N2CCCC2)c([N+](=O)[O-])c1	5%	u	-23%	-3%	6%	-5	-23%	-8	-0.2
CC(=O)c1cccc(NC(=O)CN2C(=O)NC3(CCCCCCC3)C2=O)c1	-5%	-10%	1%	-5%	-4%	2	8%	4	0.5
CCC/C(O)=C1\C(=O)CC(C)(C)CC1=Nc1ccc(OC)cc1OC	-8%	2%	u	u	1%	-8	0%	4	0.7
CCC(C)NC(=O)Cn1cc2c(n1)CCC(C)C2 (configuration not stated)	-3%	-2%	1%	-3%	10%	-4	384%[activator]	7	0.0
Cc1ccc(S(=O)(=O)NCC2CCC(C(=O)NCCCN3CCCC3=O)CC2)cc1 (configuration not stated)	0%	4%	1%	6%[11.4 µM]	-1%	-4	1%	5	0.3
O=C(CCS(=O)(=O)c1nc(-c2cccs2)cc(C(F)(F)F)n1)Nc1ccc(OC(F)(F)F)cc1	3%	-3%	-4%	-26%	3%	19	u	x	-0.1
CCOc1ccccc1N(CC(=O)NC1CCCC1)C(=O)CNC(=O)c1cccs1	-4%	7%	-3%	26%	-7%	-12	-1%	11	-0.4
CC1(c2ccc(O)cc2)NC(=O)N(c2ccccc2)N1 (configuration not stated)	5%	3%	0%	-32%	5%	-6	u	-15	1.3

Part of the list above in another layout.
The line under a structure holds: Glioma ERSR ind	Vif-A3F inh	Vif-APOBEC3G blk	RGS4 inh	ERG Ets-DNA blk	LDHA block	12-LOX inh	D2 antagonist	D2 agonist
O=C(NCc1cccs1)c1cccc(S(=O)(=O)N2CCCCC2)c1
    -3%	2%	-1%	-33%	-2%	-5	0%	-18	-0.3
CCOC(=O)c1ccc(NC(=O)N2CCN(Cc3cccc(F)c3)CC2)cc1
    -1%	-9%	1%	-17%	5%	5	19%	14	0.0
O=C(NC1CCN(Cc2ccccc2)CC1)C1CCN(S(=O)(=O)c2cccc([N+](=O)[O-])c2)CC1
    -3%	10%	2%	9%	-9%	-4	x	-1	0.6
O=C(COC(=O)c1cc(=O)[nH]c2ccccc12)NCc1ccccc1Cl
    -4%	-6%	2%	-3%	-11%	-8	u	x	x
CN(c1ccccc1)S(=O)(=O)c1cccc(C(=O)Nc2ccc3c(c2)CCC3)c1
    0%	-3%	0%	-31%	x	-8	-12%	-4	0.5
CCOC(=O)CC(NC(=O)Cn1nnc(-c2ccccc2)n1)c1ccc(OC)cc1 (configuration not stated)
    0%	15%	4%	-24%	0%	-2	3%	17	-0.3
CN(C)c1ccc(CNc2nc3cc(-c4ccc(F)cc4)sc3c(=O)n2C)cc1
    5%	x	-20%	x	x	-3	2%	x	x
O=C1C(NS(=O)(=O)c2cccs2)=C(N2CCOCC2)C(=O)c2ccccc21
    -6%	15%	-1%	-2%	-3%	27	u	38*	-0.1
O=C(Cn1c2ccccc2c(=O)c2ccccc21)N/N=C/c1ccc(N2CCCC2)c([N+](=O)[O-])c1
    5%	u	-23%	-3%	6%	-5	-23%	-8	-0.2
CC(=O)c1cccc(NC(=O)CN2C(=O)NC3(CCCCCCC3)C2=O)c1
    -5%	-10%	1%	-5%	-4%	2	8%	4	0.5
CCC/C(O)=C1\C(=O)CC(C)(C)CC1=Nc1ccc(OC)cc1OC
    -8%	2%	u	u	1%	-8	0%	4	0.7
CCC(C)NC(=O)Cn1cc2c(n1)CCC(C)C2 (configuration not stated)
    -3%	-2%	1%	-3%	10%	-4	384%[activator]	7	0.0
Cc1ccc(S(=O)(=O)NCC2CCC(C(=O)NCCCN3CCCC3=O)CC2)cc1 (configuration not stated)
    0%	4%	1%	6%[11.4 µM]	-1%	-4	1%	5	0.3

The results go on:
SMILES	Glioma ERSR ind	Vif-A3F inh	Vif-APOBEC3G blk	RGS4 inh	ERG Ets-DNA blk	LDHA block	12-LOX inh	D2 antagonist	D2 agonist
Cc1ccc(S(=O)(=O)N2CCCCC2)cc1NC(=O)CSc1nnc(C2CC2)n1N	-1%	-19%	0%	u	1%	-4	4%	x	x
COc1ccc(C)cc1NC(=O)CCC(=O)Nc1ccc2nc(N3CCN(C)CC3)cc(C)c2c1	-3%	8%	2%	33%	-2%	6	x	-2	-1.6
CC(Oc1ccc(C(=O)NCCc2ccccc2)cc1)C(=O)O (configuration not stated)	-2%	-13%	-2%	-2%	-9%	-9	-1%	6	0.8
COc1ccc(NS(=O)(=O)c2ccc(Cl)c(NC(=O)c3ccccc3F)c2)cc1	-3%	3%	-5%	-15%	-1%	-1	-4%	x	x
CCCCn1c(CCC(=O)O)nc2c1c(=O)[nH]c(=O)n2CCC	-2%	-5%	0%	12%	1%	1&-3	-4%&0%	-17	0.2
CC1CCN(CCCNC(=O)c2cc3sccc3n2C)CC1	-3%	-9%	0%	13%	2%	4	x	-1	0.4
CC(NC(=O)C1CC2CCCC(C1)C2=O)c1ccccc1 (configuration not stated)	-6%	-6%	-1%	-21%[11.4 µM]	-4%	-6	-12%	x	x
CCCCCC/C(C)=C1/SC(=S)NC1=O	1%	-5%	-8%	-33%	x	-1	u	-8	0.5
